# From PubChem
# H9c2 protect – modulators protecting cardiomyocytes from myocardial damage; H9c2 cardiomyocytes, H2O2 injury protection, ATPLite, 2 h; protection from H2O2 cell death, % at 20 µM; 360,000 tested, 0.63% active;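 active = compounds giving at least 50% protection of heart cells from peroxide-induced death in the single-dose screen, raw or plate-pattern-corrected value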;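 also: 0% = DMSO wells with peroxide and 100% = DMSO wells without peroxide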
# ABCB6 inh MLPCN – human ABCB6 transporter inhibition; 360,000 tested, 0.19% active; K562-ABCB6 porphyrin accumulation, flow cytometry, 1 h; active compounds read low; fluorescence ratio to DMSO, % at 10 µM; Q9NP58;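 active = fluorescence ratio to DMSO below 75%, the collection mean minus 3 SD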;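 also: signal is porphyrin accumulated inside mitochondria; 100% equals median channel fluorescence of DMSO control wells; lower ratio means ABCB6 inhibition with less porphyrin fluorescence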
# Target sequence (Q9NP58 whole entry, looked up): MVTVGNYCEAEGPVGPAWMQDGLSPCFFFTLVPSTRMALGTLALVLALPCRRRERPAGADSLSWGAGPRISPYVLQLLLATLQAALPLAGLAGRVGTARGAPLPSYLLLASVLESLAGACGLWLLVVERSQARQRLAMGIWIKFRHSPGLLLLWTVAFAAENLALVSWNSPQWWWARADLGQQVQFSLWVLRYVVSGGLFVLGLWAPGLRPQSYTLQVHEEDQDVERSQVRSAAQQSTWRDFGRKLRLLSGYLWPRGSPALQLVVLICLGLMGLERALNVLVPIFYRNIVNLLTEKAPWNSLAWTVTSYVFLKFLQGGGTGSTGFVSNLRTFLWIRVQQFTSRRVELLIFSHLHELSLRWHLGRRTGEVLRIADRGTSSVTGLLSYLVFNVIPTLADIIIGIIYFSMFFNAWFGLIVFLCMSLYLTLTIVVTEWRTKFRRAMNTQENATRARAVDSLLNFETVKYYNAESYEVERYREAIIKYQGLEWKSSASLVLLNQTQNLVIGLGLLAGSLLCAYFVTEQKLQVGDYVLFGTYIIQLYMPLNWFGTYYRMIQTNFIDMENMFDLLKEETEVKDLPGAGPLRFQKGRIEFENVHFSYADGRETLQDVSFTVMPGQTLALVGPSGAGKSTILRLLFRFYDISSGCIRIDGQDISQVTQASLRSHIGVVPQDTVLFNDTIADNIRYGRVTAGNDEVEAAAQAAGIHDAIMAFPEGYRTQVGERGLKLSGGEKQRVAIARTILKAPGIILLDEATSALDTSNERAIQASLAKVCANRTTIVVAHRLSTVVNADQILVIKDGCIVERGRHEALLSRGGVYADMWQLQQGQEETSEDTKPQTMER
# PDI inh – inhibitors of human protein disulfide isomerase | P07237 | PDI insulin aggregation turbidity, A650, 90 min | inhibition, % at 10 µM | 350,000 tested, 0.052% active | AID 588391;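 active = mean inhibition across replicates of 30% or more, whatever share of single replicates reach that level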;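 also: absorbance from insulin aggregation driven by PDI reduction with DTT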
# HTR2A ag – activates the mouse 5-HT2A serotonin receptor; 360,000 tested, 0.66% active; AID 624169; activation, % at 7.6 µM; CHO-K1 mHTR2A beta-arrestin complementation, luminescence; percent of 30 µM serotonin response;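 active = activation above a run cutoff, the mean activation of all tested compounds plus 3 SD, cut at about 14% in these data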;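 also: 0% = plate median of compound wells and 100% = 30 µM serotonin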
# MC4R antagonist – human MC4R antagonism in cAMP assay; P32245; AID 540295; inhibition, % at 6.5 µM; 360,000 tested, 0.48% active; MC4R-expressing cells, MTII-stimulated cAMP, LANCE TR-FRET;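 active = inhibition above its plate's cutoff, the mean of tested wells on that plate plus 3 SD, cut at about 29% in these data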;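 also: 0% = Melanotan II alone and 100% = Melanotan II plus saturating MCL0020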
#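 System: U2OS cells stably expressing human melanocortin 4 receptor (MC4R). Reagent: Melanotan II challenge after compound preincubation. Doses: 6.5 µM. Times: 30-min compound, 1-h challenge, 1-h detection, room temperature. Measured by: TR-FRET with Eu-cAMP and labeled anti-cAMP, 671 nm. Replicates: singlicate.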
# Vif imaging – blocks HIV Vif function; 340,000 tested, 0.35% active; HEK293T cells, Vif self-association by quenched fluorescence, imaging, 24 h; inhibition, % at 7.49 µM; AID 602346; in the data active = inhibition above about 50%, passing the limit was not always enough; also: some results filed as inactive read as strong as hits
# N-glyco inh – N-linked glycosylation inhibition. D54 ERlucT glycosylation luciferase reporter, 24 h; percent of 100 nM tunicamycin response. reporter increase, % at 12.5 µM. 360,000 tested, 0.23% active. AID 588692;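 active = mean luciferase reporter signal, scaled so untreated is 0 and the glycosylation-blocking control 100, at or above a set limit in every replicate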;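 also: luciferase carries N-glycosylation sites so blocking glycosylation raises the light; 0% = median of neutral control wells and 100% = median of 100 nM tunicamycin wells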
# MC4R barr agon – human MC4R agonism via beta-arrestin; P32245; activation, % at 8.9 µM; 360,000 tested, 0.98% active; U2OS MC4R beta-arrestin complementation, luminescence; percent of melanotan II response, DMSO zero;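 active = activation above a per-plate cutoff, the mean activation of sample wells on that plate plus 3 SD, cut at about 8% in these data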
# CaV13 FRET inh – Primary screen for inhibitors of IQ motif and Ca2+-dependent inactivation inhibitor domain binding in CACNA1D, Förster resonance energy transfer in living cells, …; 340,000 tested, 0.098% active; AID 743397; inhibition, % at 12.3 µM; HEK cells, CFP/YFP FRET ICDI-IQ, plate reader, 10 min; percent FRET-ratio fall versus neutral wells;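 active = mean replicate inhibition of at least 30% and at least 1% of replicates passing that level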;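 also: 0% = median of the neutral control wells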
# aDG glyco up – increases alpha dystroglycan glycosylation | Pro5-aDG cells, alpha-DG glycosylation AlphaScreen (IIH6); 0% Pro5, 100% B10-LARGE cell signal | activation, % at 10 µM | 360,000 tested, 0.22% active;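 active = activation of at least 8% versus controls, or a plate z-score of at least 8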;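 also: Pro5 are CHO cells carrying HIG-tagged alpha-DG that lacks glycosylation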
# * hit, by the source's call; . = no result given; & = joins results of further samples.
SMILES,H9c2 protect,ABCB6 inh MLPCN,PDI inh,HTR2A ag,MC4R antagonist,Vif imaging,N-glyco inh,MC4R barr agon,CaV13 FRET inh,aDG glyco up
Cc1ccc2[nH]c(=O)c(CN(CC3COCCO3)C(=O)Nc3ccccc3F)cc2c1 (stereo not drawn),18,100,-3,0,0,-8,3,-0.5,-5,-0.4
O=[N+]([O-])c1ccccc1/C=N/Nc1nccnc1Cl,6,101,-3,3,0,-2,3,-0.6,-6,0.3
Cc1ccc(S(=O)(=O)N2CCN(C(=O)CCNC(=O)c3ccccc3Cl)CC2)cc1,-4,98,-4,-4,0,3,3,-2.5,.,-0.1
Cc1ccc(SCC(=O)OC(C)C(=O)Nc2ccc(S(N)(=O)=O)cc2)cc1C (stereo not drawn),-5,95,-3,-2,11,0,1,-0.5,-4,-0.1
COc1ccc(OCCCC(=O)ON=C(N)c2ccccc2Cl)cc1,8,100,-11,-5,11,-2,1,-1.9,-2,1.3
COCc1nnc(SCC(=O)NCc2ccccc2)n1-c1ccccc1,-2,98,1,-4,7,5,2,-1.2,-7,-0.1
COc1cc(/C=N\Nc2nc(-c3ccc(C)cc3)c(NC(C)=O)s2)ccc1O,0,95,8,-1,1,0,-2,-1.4,2,-0.2
O=C(Cn1cc(S(=O)(=O)Cc2ccc([N+](=O)[O-])cc2)c2ccccc21)N1CCOCC1,-4,97,10,-4,1,.,.,-1.9,-6,-0.1
CC(C)c1ccccc1OCC(=O)NN1C(=O)c2ccccc2C1=O,-8,94,1,1,6,41,2,-3.0,-6,0.0
CCOc1ncccc1C(=O)N1CCN(C(c2ccccc2)c2ccccc2)CC1,2,88,1,-3,-10,-3,-4,0.8,-2,0.8
CC(=O)Nc1ccc2c(c1)CCCN2C(=O)c1ccccc1,2,83,2,1,-4,18,-1,-0.8,-7,0.0
CCc1ccc(NC(=O)CNC(=O)c2nn(-c3ccc(OC)cc3)c(=O)c3ccccc23)cc1,16,98,14,1,8,18,0,0.3,-7,0.0
O=C(Nc1cccc(-c2nnc(-c3ccccc3)o2)c1)C1CC1,16,94,2,-1,12,35,-1,-1.4,-6,0.0
S=C(c1ccc(-c2cc(Cl)ccc2Cl)o1)N1CCCCC1,-12,95,-5,1,8,-5,-4,-2.6,-4,-0.2
Cc1nn(CC(=O)NCCCN2CC(C)CC(C)C2)c(=O)c2cccn12 (stereo not drawn),1,100,0,1,5,12,0,-3.1,-7,-0.2
O=C(c1cc2cc(Cl)ccc2[nH]1)N1CCN(Cc2ccc3c(c2)OCO3)CC1,6,107,-4,-4,8,-5,1,0.4,-14,-0.6
CC(=O)Nc1ccc(OC(=O)c2ccc(Br)c([N+](=O)[O-])c2)cc1,-9,93,-11,-1,16,17,-1,-0.4,-5,-0.3
Cc1ccccc1CS(=O)(=O)c1nnc([C@H](CC(C)C)NC(=O)OC(C)(C)C)o1,-16,98,-4,-7,33*,40,-19,-0.8,-9,-0.2
O=C(/C=C/c1ccc(N2CCCCC2)c([N+](=O)[O-])c1)c1ccc(S(=O)(=O)N2CCCC2)cc1,-4,97,-25,6,8,4,7,-1.9,-12,-0.4
NS(=O)(=O)c1cccc(NC(=O)CCCC2CCCCC2)c1,-2,100,-5,-3,14,-9,1,-0.4,-8,0.1
CS(=O)(=O)c1cccc(C(=O)Nc2ccc(-c3nc4ccccc4[nH]3)cc2)c1,22,119,3,-4,5,-9,46*,-2.6,-4,-0.4
CCOC(=O)CSc1nnc(-c2ccoc2C)n1-c1ccc(C)cc1,6,99,-7,5,3,22,-1,-1.1,-10,-0.1
Cc1[nH]nc2c1C(c1ccc(O)cc1)C1=C(CC(C)(C)CC1=O)N2 (stereo not drawn),5,104,9,-1,-1,5,7,3.4,7,-0.4
Cc1onc(-c2ccccc2Cl)c1C(=O)Nc1ccccc1N1CCOCC1,-9,99,0,4,5,1,-1,-1.1,-5,-0.2
CC(=O)N1Cc2ccccc2CC1C(=O)OCC(=O)c1c(N)n(C)c(=O)n(C)c1=O (stereo not drawn),0,99,3,8,1,-6,1,1.9,-5,-0.3

# (more compounds)
SMILES,H9c2 protect,ABCB6 inh MLPCN,PDI inh,HTR2A ag,MC4R antagonist,Vif imaging,N-glyco inh,MC4R barr agon,CaV13 FRET inh,aDG glyco up
COc1ccc(N2CCN(C(=O)COC(=O)c3cccc(OC)c3O)CC2)cc1,-2,372,-2,-1,-4,2,2,-1.8,-5,0.0
CCOc1ccc2nc(SCC(=O)N3CCCc4ccccc43)sc2c1,-7,97,-1,-3,-5,-12,-3,-2.4,-6,0.5
O=C(Nc1cccc(F)c1)C1CCN(C(=O)c2ccc(Cl)cc2)CC1,-8,108,-16,-3,5,4,4,-3.9,-5,0.0
CC(C)COCC1CC2(CC(C)(c3csc(N)n3)OC2=O)C(=O)O1 (stereo not drawn),6,95,-14,-1,-2,6&4,0,-0.9,.,0.0
CCCCC[C@@H]1C=C(C(=O)O)[C@H](c2ccc(Cl)c(Cl)c2)N1S(=O)(=O)c1ccc(C)cc1,-22,93,-3,2,2,.,0,1.6,-5,1.0
CCC1CCCCN1CCCNC(=O)CS(=O)Cc1nc(-c2ccc(OC)c(OC)c2)oc1C (stereo not drawn),3,97,-4,0,3,5,4,0.7,-2,0.0
Cc1cc(C)c(C)c(S(=O)(=O)N2CCN(C(=O)c3ccc4c(=O)n5c(nc4c3)CCC5)CC2)c1C,-1,93,12,-5,0,4,6,-3.8,-3,0.0
CCOC(=O)C1C(=O)NC(C(=O)OCC)(C(=O)OCC)C1C(C)CC (stereo not drawn),8,99,-9,2,-5,15,1,0.1,-2,-0.2
CS(=O)(=O)N1CCC(C(=O)NCc2ccc(Cl)cc2Cl)CC1,5,99,2,1,8,7,-2,-1.2,-5,-0.3
Cc1cccc(-n2ncc(C#N)c2-n2cccc2)c1,0,94,2,-2,9,-5,-1,-0.6,-4,0.1
COC(=O)[C@]1(C)N[C@H](c2ccc(SC3CCCCC3)cc2)[C@@H]2C(=O)N(C)C(=O)[C@@H]21,-6,98,-5,4,8,-2,-2,-1.5,-10,-0.2
CCCNC(=O)C(Cc1ccccc1C)NC(=O)c1ccc(C#N)cc1 (stereo not drawn),-1,97,-4,0,16,0,1,-2.3,-10,0.2
CC(C)Nc1ncnc2c1ncn2[C@H]1CN(Cc2ccc3c(c2)OCO3)C[C@@H](CO)O1,8,100,19,-6,3,-10,0,-2.0,-10,-0.1
COc1ccc(C2=NN(C(=O)CCCC(=O)O)C(c3cccs3)C2)cc1OC (stereo not drawn),-6,101,10,12,-6,4,0,-1.2,-3,-0.2
Clc1ccc2nc(C3CCCCC3)c(Cc3ccsc3)n2c1,-3,108,.,4,.,.,-3,.,-8,0.1
O=C(c1cccnc1)N1CCN(C(=O)c2cccc(Cl)c2)CC1,0,98,0,0,1,-4,0,0.8,-5,0.1
COc1cc(Cl)c(S(=O)(=O)NCCN2CCOCC2)cc1Cl,0,88,1,1,-8,-8,1,0.2,.,0.0
CCOc1cccc(CNCCNC(=O)c2nonc2N)c1,-2,93,-3,2,16,-1,1,0.5,-8,0.1
CCOC(=O)c1c(-c2ccc(Cl)cc2)csc1NC(=O)CNCc1ccco1,-5,92,-5,-2,-1,-1,0,-2.6,6,0.0
CCCC(=O)Nc1ccc2c(c1)nc(CN1CCN(C(=O)OCC)CC1)n2C,4,86,-13,-1,2,-8,3,-0.2,-4,-0.1
COc1ccc(-c2noc(CCC(=O)N3CCN(c4cccc(Cl)c4)CC3)n2)cc1,10,92,-5,4,-2,-2,0,0.5,-5,-0.1
Cc1cc(C)n2nc(CNS(=O)(=O)c3ccc(CC(C)C)cc3)nc2n1,0,115,.,3,2,-5,1,0.9,-7,0.0
O=C(COC(=O)c1ccco1)c1ccc(F)cc1,-9,102,10,1,2,22,-2,3.6,-4,0.0
Cc1c2cnccc2c(C)c2c1oc1ccccc12,-6,94,-2,-1,-2,-7,19,1.7,-3,0.6
CCOc1ccc(C(=O)NC2CC3CCCC(C2)N3Cc2ccccc2)cc1 (stereo not drawn),3,100,-3,-4,12,2,-1,-2.1,-2,0.0

# Further records
SMILES,H9c2 protect,ABCB6 inh MLPCN,PDI inh,HTR2A ag,MC4R antagonist,Vif imaging,N-glyco inh,MC4R barr agon,CaV13 FRET inh,aDG glyco up
Cc1ccccc1NS(=O)(=O)c1ccc2c3c(cccc13)C(=O)N2C,1,96,-5,-11,2,22,42*,-1.1,-7,1.0
CC(NC(=O)COc1ccccc1)C1COc2ccccc2O1 (stereo not drawn),6,96,5,-2,4,10,1,-0.5,-4,0.2
CCOC(=O)c1c(C)[nH]c2c1-c1ccccc1C(=O)C2=O,-12,87,-3,-1,-59,3,-20,-0.8,2,-0.7
Cc1cc(NC(=O)CSc2nc3c(C)ccc(C)c3cc2C#N)no1,-4,107,0,4,12,0,5,1.5,-5,0.0
CC(=O)N1CCN(c2ccccc2NC(=O)c2cc3ccccc3o2)CC1,23,102,-9,4,7,-11,3,-0.5,-3,-0.3
Cc1ccc(/C=C(\CCC(=O)O)c2nc3ccccc3s2)cc1[N+](=O)[O-],8,95,3,0,-1,5,0,1.2,-5,-0.6
COc1cccc(NC(=O)CN(C)C(=O)c2ccc(-c3ccccc3Cl)o2)c1,-3,93,-1,-3,4,-8,2,-1.6,.,0.5
CN(C)C=NC(=O)c1cc(C(=O)c2ccc(F)cc2)c[nH]1,-1,95,3,3,24,-1,-1,-0.1,-2,0.0
CCOCCn1c(CN2CCc3ccccc3C2)nc2c1c(=O)n(C)c(=O)n2C,0,91,13,0,4,5,-1,0.9,-13,0.0
CCOCCCNc1ncnc2c1[nH]c1ccccc12,-33,102,1,-1,18,-14,3,-1.5,.,0.8
COc1ccc(-c2oc(NC(=O)CSc3nncn3C)c(C#N)c2-c2ccc(OC)cc2)cc1,12,87,2,-1,2,9,7,-3.2,0,-0.1
Cc1ccccc1NC(=O)/C=C1\SC(=O)NC1=O,0,99,-10,-1,9,1,3,0.7,-1,-0.2
Cc1ccc(NC(=O)CSc2n[nH]c(-c3ccncc3)n2)cc1,-3,97,0,-2,7,-7,3,-1.7,-6,-0.4
CCOC(=O)C1CCCN(CC(=O)Nc2nccs2)C1 (stereo not drawn),-2,96,7,1,-3,6,2,1.7,-2,-0.1
CCOC(=O)c1cnc(SC)nc1Nc1cccc(F)c1,-4,101,-3,1,22,10,0,2.1,-8,-0.1
Cc1c(Cl)cccc1NC(=O)[C@@]1(CC(=O)O)CC(/C=C/c2ccccc2)=NO1,6,100,-3,-1,39*,-1,2,1.4,-17,0.0
COCCNC(=O)c1cc2sc3ccccc3c2s1,-4,87,7,-7,3,1,-3,-0.7,-5,0.2

# Pulled by compound from the entries so far (two):
SMILES,H9c2 protect,ABCB6 inh MLPCN,PDI inh,HTR2A ag,MC4R antagonist,Vif imaging,N-glyco inh,MC4R barr agon,CaV13 FRET inh,aDG glyco up
Cc1[nH]nc2c1C(c1ccc(O)cc1)C1=C(CC(C)(C)CC1=O)N2 (stereo not drawn),5,104,9,-1,-1,5,7,3.4,7,-0.4
O=[N+]([O-])c1ccccc1/C=N/Nc1nccnc1Cl,6,101,-3,3,0,-2,3,-0.6,-6,0.3
